Screens (PubChem)
PP5 primary: inhibitors of human protein phosphatase 5 (PP5); purified PP5c, OMFP substrate fluorescence; inhibition, % at 6.7 µM; actives 0.18% (n = 320,000); AID 1987;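 active = inhibition above the campaign's mean inhibition across all tested compounds plus 3 SD, cut at about 9.5% in these data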;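 note: 0% = DMSO only and 100% = 100 µM cantharidin control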
EBNA-1 inhibitor: blocks EBNA-1 binding to DNA; EBNA-1 DNA binding, fluorescence polarization; inhibition, % at 14.8 µM; actives 0.34% (n = 300,000); in the data active = inhibition above about 28%
Fh CTSL1 inh: counter-screen for PFM18AAP inhibitors: inhibitors of F. hepatica cathepsin L1. recombinant F. hepatica cathepsin L1, Z-Leu-Arg-MCA fluorescence. inhibition, % at 5.96 µM. actives 0.49% (n = 300,000);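 active = inhibition above the mean of all tested compounds plus 3 SD, set per screening campaign, cut at about 17% in these data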;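 note: 0% = plate median of test compound wells and 100% = 1 µM Z-Phe-Ala-diazomethylketone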
TPT1 inhibitor: blocks Candida albicans tRNA 2'-phosphotransferase | recombinant caTPT1, FP RNA substrate dephosphorylation | inhibition, % at 5 µM | actives 0.81% (n = 300,000);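 active = inhibition above the mean of all tested compounds plus 3 SD, set per screening campaign, cut at about 24% in these data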;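 note: plate controls were DMSO alone for no effect and ferristatin control at 100 nM for full effect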
HCV core dimer: HCV core protein dimerization inhibition; TR-FRET GST/Flag-core106 dimerization, 1536-well; inhibition, % at 5 µM; actives 0.33% (n = 300,000); AID 1899;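 active = inhibition above the mean of all tested compounds plus 3 SD, set per screening campaign, cut at about 45% in these data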
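Material: Tagged HCV core106 pair (GST and Flag) | Amount: GST-core106 13.5 nM, Flag-core106 17 nM | Medium: KF-containing HEPES buffer, pH 7.45, DTT, CHAPS, BSA | Reagent: Eu donor and XL665 acceptor anti-tag antibodies | Schedule: 4 h at 22.5 °C | Technique: Time-resolved FRET, ex 340 nm, em 617 and 671 nm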
PP1 inh: blocks human PP1-alpha phosphatase, a PP5 counter-screen; purified PP1alpha, OMFP fluorescence; inhibition, % at 6.7 µM; actives 0.9% (n = 320,000);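 active = inhibition above the mean inhibition of all tested compounds plus 3 SD, computed separately for each screening campaign, cut at about 15% in these data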
Target sequence (P62136 whole entry, looked up): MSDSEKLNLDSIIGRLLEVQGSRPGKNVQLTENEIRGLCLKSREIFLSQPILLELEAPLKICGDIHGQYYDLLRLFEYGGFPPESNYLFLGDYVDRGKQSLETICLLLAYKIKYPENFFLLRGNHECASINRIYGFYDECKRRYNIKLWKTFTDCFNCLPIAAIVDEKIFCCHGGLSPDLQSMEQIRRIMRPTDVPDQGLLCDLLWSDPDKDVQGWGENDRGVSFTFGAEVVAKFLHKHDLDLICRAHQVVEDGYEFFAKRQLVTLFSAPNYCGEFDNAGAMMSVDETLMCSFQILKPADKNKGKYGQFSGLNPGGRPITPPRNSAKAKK
GASC-1 inh: inhibitors of human GASC-1 (JMJD2C) demethylase; actives 0.069% (n = 330,000); inhibition, % at 2.35 µM; GST-JMJD2C(1-420) H3K9me3 demethylation, DELFIA europium; Q9H3R0;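 active = more than half of a compound's replicate wells show inhibition beyond 50%, single wells judged on their own value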;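 note: signal counts dimethyl H3K9 product captured on neutravidin plate; 0% = median of DMSO wells and 100% = 0.3 times that DMSO median; strong numbers were not always called active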
Target sequence (Q9H3R0 1-420 limits assumed): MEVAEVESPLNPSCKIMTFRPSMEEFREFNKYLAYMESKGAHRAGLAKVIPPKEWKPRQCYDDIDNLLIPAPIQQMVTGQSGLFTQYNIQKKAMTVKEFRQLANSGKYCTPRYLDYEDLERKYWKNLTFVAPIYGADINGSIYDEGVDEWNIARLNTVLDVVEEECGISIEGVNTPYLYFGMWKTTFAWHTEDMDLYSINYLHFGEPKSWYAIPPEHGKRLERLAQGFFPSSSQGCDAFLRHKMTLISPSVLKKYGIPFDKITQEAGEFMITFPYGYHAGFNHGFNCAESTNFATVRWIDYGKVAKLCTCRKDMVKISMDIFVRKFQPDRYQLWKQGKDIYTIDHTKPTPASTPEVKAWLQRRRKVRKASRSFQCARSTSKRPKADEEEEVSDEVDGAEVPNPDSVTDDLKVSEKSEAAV
CR mimetic SO: caloric restriction mimetics inhibiting age-related superoxide in yeast. S. cerevisiae aged cells, superoxide DHE fluorescence; active compounds read low. superoxide response (% of plate mean), % at 10 µM. actives 0.18% (n = 330,000);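 active = superoxide response under a set limit, about three screen SD below normal, cut at about 65% in these data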;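 note: yeast aged for seven days with compound at 30 °C before DHE staining; 100% = average MFI of all compound-treated wells on the plate with controls excluded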
ZTA DNA inh: counter-screen for EBNA-1 inhibitors: inhibitors of Epstein-Barr virus ZTA; ZTA-DNA binding, fluorescence polarization; P03206; inhibition, % at 11 µM; actives 0.15% (n = 320,000); in the data active = inhibition above about 33%
Target sequence (P03206 whole entry, looked up): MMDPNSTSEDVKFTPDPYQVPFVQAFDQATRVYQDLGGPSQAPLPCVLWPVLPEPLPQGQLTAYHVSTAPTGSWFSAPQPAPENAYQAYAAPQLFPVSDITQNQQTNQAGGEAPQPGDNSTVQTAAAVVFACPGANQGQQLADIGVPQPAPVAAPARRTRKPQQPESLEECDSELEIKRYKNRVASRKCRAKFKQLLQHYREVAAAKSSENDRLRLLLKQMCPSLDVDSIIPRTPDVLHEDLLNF
Active calls of the source: *; · = not tested or not shown.

Values run as follows: PP5 primary	EBNA-1 inhibitor	Fh CTSL1 inh	TPT1 inhibitor	HCV core dimer	PP1 inh	GASC-1 inh	CR mimetic SO	ZTA DNA inh
Cn1c(=O)n(C)c2cc(C(N)=O)ccc21
  -1.2	4.5	-2.4	1.1	7.5	-0.1	10.2	96.9	-3.4
CN(Cc1ccccc1)C(=O)c1ccccc1NC(=O)c1ccccc1
  0.2	7.9	-2.1	-1.8	-1.3	1.0	0.3	96.3	9.6
CC(=O)Nc1ccc(/C=C/C(=O)c2ccccc2)cc1
  1.4	-10.6	-1.1	15.6	1.7	-0.8	4.4	98.5	7.0
CCC(C)(C)NC(=O)CN(C(=O)c1csnn1)c1ccccc1-c1ccccc1
  2.5	-18.3	-2.5	4.2	-2.3	-5.0	-7.6	111.9	0.7
CCOc1cc(NC(=O)c2cccs2)c(OCC)cc1NC(=O)CCC(=O)NCc1ccccn1
  0.2	3.0	-0.1	-3.1	-3.4	-2.3	-6.8	99.3	18.6
Cc1cc2c3c([nH]c2cc1S(=O)(=O)NCc1ccc(CN2CCCCCC2)o1)CC(C)(C)CC3=O
  -0.4	7.8	0.9	1.1	15.4	-0.7	2.4	128.8	5.5
Cc1ccc(OCCCSc2ncccn2)cc1C
  -0.7	9.5	1.7	0.2	3.2	1.6	0.7	93.3	-2.1
O=C(Nc1ccc(Br)c(C(F)(F)F)c1)c1ccccc1
  2.0	-1.7	1.3	-7.4	-0.3	1.8	2.9	96.9	-0.8
CC[n+]1oc(-c2ccccc2)cc1C
  3.0	13.9	-3.2	-3.5	-2.6	3.1	-3.3	105.5	8.8
CC(=O)Nc1ccc(OS(=O)(=O)c2ccc(C)cc2C)cc1
  2.7	-6.3	-1.5	-3.6	-4.8	-0.3	-27.6	85.1	1.3
COC(=O)c1ccccc1NC(=O)CSc1nc(O)c(-c2ccccc2)c(=O)[nH]1
  0.7	-4.5	0.4	0.5	0.1	0.3	-0.3	85.7	12.8
O=C(COC(=O)CCCSc1nc2ccccc2[nH]1)Nc1ccc(Oc2ccccc2)cc1
  6.2	1.9	-9.4	3.5	-4.6	0.3	-0.5	102.4	4.2
Cc1cc(S(=O)(=O)NC2CCCCC2)c(C)s1
  -0.4	-0.3	-0.1	-3.1	1.5	1.0	7.4	100.7	11.8
Cc1ccc(-c2nc3ccccc3c(=O)n2O)cc1
  0.2	1.0	-3.5	1.8	3.9	-1.7	-1.8	58.5*	-8.0
CC(C)Nc1nc(Oc2ccc(Cl)cc2Cl)cc(C(F)(F)F)n1
  1.9	-6.4	-0.7	-2.3	-4.0	-2.8	7.2	107.6	7.9
CCO/C=C1\SC(=S)N(c2ccc(Cl)cc2)C1=O
  2.6	2.8	1.1	2.0	-1.1	-4.7	17.2	110.2	2.0
CN1C(=O)SC(Nc2ccccc2)C1=O (configuration not stated)
  2.5	-15.7	-7.1	2.2	-3.3	-2.2	28.8	99.2	-0.6
COc1cc(OC)cc(C(=O)Nc2cc(C)nn2-c2ccccc2)c1
  2.8	-10.5	-0.2	-3.3	-14.5	-0.7	-5.8	94.6	-5.4
CCOc1ccc(-n2c(SCC(=O)NC)nnc2-c2ccco2)cc1
  -1.1	7.7	1.6	-1.7	-4.0	-2.6	-7.1	102.2	-5.1
COc1cc(OC)c2c(-c3ccccc3)cc(=O)oc2c1C(CCN1CCCCC1)c1ccc(N(C)C)cc1 (configuration not stated)
  -0.3	11.6	-0.5	0.7	6.6	6.7	-14.7	102.3	-2.1
N#CCC(=O)N1CCN(C(c2ccccc2)c2ccccc2)CC1
  -1.9	3.6	0.8	-1.8	0.2	-3.9	0.9	100.6	11.8
CN1CCc2c(OCc3ccc(F)cc3)cccc2C1=O
  0.7	0.4	-0.8	5.8	2.9	-1.5	1.4	115.7	-8.0
COc1ccc(/C=C/C(=O)OCC(=O)Nc2ccc(S(N)(=O)=O)cc2)cc1OC
  -0.3	-9.1	-4.1	-2.9	-4.0	0.8	-0.2	82.7	-1.6
COc1ccc(C(=O)/C=C/Nc2ccc([N+](=O)[O-])cc2C)c(OC)c1
  1.6	-2.1	0.4	4.3	0.6	-1.4	-0.9	101.0	-5.5
Cc1ccc(OCCCCCN2CCOCC2)c(Cl)c1
  1.4	-1.4	1.8	3.2	-0.7	-0.8	14.3	82.9	-11.5
COc1ccccc1-n1cc(C(=O)NCC(=O)NCc2ccc(F)cc2)c2ccccc2c1=O
  -1.1	11.1	-9.8	4.1	4.0	-6.2	-10.5	95.3	12.6
Cc1cc(C(C)(C)C)cc(S(=O)(=O)Nc2ccc(O)c(C(=O)O)c2)c1C
  2.2	-4.0	-1.8	-0.8	5.9	-1.4	-0.4	107.4	8.0
COC(=O)CCCNS(=O)(=O)c1ccc2ccccc2c1
  -0.1	-0.8	-4.3	-1.2	-80.0	-4.9	-2.1	99.3	5.5
COc1ccccc1-c1nc(NC(C)=O)n[nH]1
  2.8	-6.3	-0.2	-1.4	-0.9	-2.9	-20.6	97.0	8.5
CCCOc1ccc(-c2cn3ccccc3n2)cc1
  0.7	0.6	1.4	-1.6	3.9	0.1	-2.4	117.7	16.4
S=C(NCC1COc2ccccc2O1)Nc1ccc(Br)cc1 (configuration not stated)
  0.9	-0.7	0.0	1.6	1.6	4.3	-1.1	93.9	2.2
CCCc1nnc2c(N(C)S(=O)(=O)c3ccc(C)cc3)nc3ccccc3n12
  0.1	0.3	-2.7	9.2	-7.2	-3.3	-4.4	70.3	-0.9
Cc1ccsc1/C=N/N1CCN(c2ccccc2)CC1
  4.7	-2.3	-2.2	-1.5	0.3	-1.6	1.0	93.3	-1.0
CC1CC(=O)Nc2ccc([N+](=O)[O-])cc2N1C (configuration not stated)
  0.3	-6.6	5.1	-0.5	-3.1	0.1	-4.6	98.4	-1.4
C/C(=N\OC(=O)NC(C)C)c1sc(-c2ccc(Cl)cc2)nc1C
  3.5	-7.6	6.3	1.4	6.0	2.1	4.1	109.0	-16.7
Cn1c(O)c(/C=C2\C=Nc3ccccc32)sc1=Nc1ccc(C(=O)O)cc1
  3.1	3.5	0.6	0.7	-6.2	6.6	4.7	92.0	11.0
Cc1ccc(C)c(Cn2nnc3c(=O)[nH]c(C4CCN(S(=O)(=O)c5ccc(S(=O)(=O)N(C)C)cc5)CC4)nc32)c1
  4.8	1.1	-1.0	-1.2	26.4	6.0	-0.7	102.3	-7.4
CCOC(=O)CSc1ncc(OC)c(Sc2ccc(Cl)cc2)n1
  0.0	0.9	0.1	-2.5	3.0	4.7	-0.4	98.8	-6.2
NC(=O)CC(O)c1cccc(Cl)c1 (configuration not stated)
  0.6	-9.7	-1.2	-6.0	7.8	-2.5	-4.0	112.4	5.8
C/C(=N\NC(=O)C(c1ccccc1)c1ccccc1)c1ccc(O)cc1
  0.8	-6.8	3.9	0.8	4.0	-1.7	2.3	104.2	-0.8
Cc1ccc(CNC(=O)Cn2nnc(C(=O)Nc3ccc(Br)cc3)c2N)cc1
  2.0	6.9	-3.2	-3.5	12.6	-0.9	0.5	104.0	16.6
CC1CC(C)CN(CCC(=O)Nc2cccc(Cl)c2)C1 (configuration not stated)
  -1.8	7.2	-1.6	1.1	-1.2	-2.7	-1.7	107.2	7.7
COc1ccc(N(CC(=O)N/N=C/c2ccc(C(=O)O)cc2)S(=O)(=O)c2ccc(NC(C)=O)cc2)cc1
  -2.1	-7.9	5.2	2.9	-8.7	-2.9	1.5	108.4	5.9
CCCCN(Cc1cc2ccccc2[nH]c1=O)S(C)(=O)=O
  -0.2	-17.6	-3.4	-4.4	-12.6	-0.8	-2.1	90.0	-5.9
COc1ccc2c(c1)C(C1=C(O)CC(C)(C)CC1=O)C1=C(CC(C)(C)CC1=O)O2 (configuration not stated)
  4.1	-19.6	-5.4	2.7	3.3	1.1	-5.7	125.9	10.8
COC(=O)c1ccc(CNC(=O)c2ccc3c(c2)S(=O)(=O)N=C2CCCCCN23)cc1
  1.1	·	·	·	·	-2.1	-26.9	87.0	19.4
CNC(=O)N(O)C1N(C)C(=O)N(Cc2ccccc2)C1(C)C (configuration not stated)
  -0.5	-2.6	1.8	-0.5	0.2	-3.9	21.5	95.7	3.3
COC(=O)c1sc(N2CCCCC2)c(C#N)c1N
  -0.4	-12.1	-0.8	-0.6	-0.3	-2.6	1.3	92.4	1.0
COc1cccc(C(=O)C2CCCN(Cc3cn(C)nc3-c3ccccc3)C2)c1 (configuration not stated)
  4.4	1.9	0.7	2.3	-4.7	2.4	-11.6	95.5	-26.5
COc1cccc(CNCC2CCCO2)c1 (configuration not stated)
  0.9	-1.3	-3.3	-4.2	-0.2	-5.8	10.3	100.5	-2.7
Cc1cc(SCc2cccc(C(F)(F)F)c2)nc(=O)[nH]1
  -0.8	2.6	1.6	2.8	14.3	-0.2	9.8	106.9	3.1
O=C1c2ccccc2-c2ccc(C(=O)N3CCCCC3)cc21
  1.3	-7.3	8.3	3.1	-0.3	-3.9	5.3	95.2	11.1
COC(=O)CCCC[C@@H]1SC[C@@H](NC(=O)OC)[C@@H]1NC(=O)OC
  0.2	0.4	1.3	1.4	-2.1	0.2	4.5	101.8	-7.7
COc1ccc(CC(=O)NCc2nnc(SCC(=O)Nc3cccc(F)c3)n2C)cc1
  -1.4	11.5	3.3	-2.6	2.7	0.6	10.1	81.0	8.3
COCCNCC(=O)Nc1ccc(OC(F)(F)F)cc1
  0.4	0.7	-1.7	61.6*	1.2	-0.4	1.2	92.1	5.2
Cc1cc(C)c(O)c(-c2n[nH]c3c2C(c2cccc(O)c2)N(Cc2ccco2)C3=O)c1 (configuration not stated)
  7.5	-3.2	4.8	1.7	1.7	9.7	-16.4	96.6	5.6
O=[N+]([O-])c1cccc(C2CC(c3ccccc3)=NN2c2ccccc2)c1 (configuration not stated)
  2.0	-1.4	1.9	-1.4	-1.0	4.5	0.9	98.8	-11.9
CCOc1ccc(OCC)c(NC(=O)CSc2nc3ccccc3c(=O)n2C)c1
  8.3	-8.9	2.5	-2.8	1.5	-4.2	32.6	85.8	-1.7
CCc1nnc(N/N=C\c2ccc(OC(C)=O)c(OC)c2)n1N
  0.5	-0.3	-2.8	0.8	-4.2	1.0	5.4	109.9	1.2
Cc1cc(C)c(S(=O)(=O)Nc2cccc3nsnc23)c(C)c1
  0.7	12.9	-0.1	-2.4	-0.2	1.1	26.2	90.1	7.5
Cc1cccc(NC(=O)C2CCCN(S(=O)(=O)c3ccc4c(c3)oc(=O)n4C)C2)c1 (configuration not stated)
  0.4	-5.0	0.2	-0.6	1.3	-2.3	3.0	95.6	5.6
COCCNC(=O)C1CC(=O)N(c2ccc(OC)cc2)C1c1ccc(OC)cc1 (configuration not stated)
  1.1	-12.5	4.0	-2.3	-4.4	-3.8	-22.7	94.1	-12.1
